High-throughput results: PubChem, several laboratories
phage Ecoli inh: growth loss of phage-infected E. coli, primary screen, RecBCD inhibitor project, absorbance, with phage, HTS. inhibition, % at 11.9 µM. hit rate 0.26% among 360,000. AID 651602, 2012; in the data active means inhibition above about 11%
SR-BI HDL uptake: inhibitors of SR-BI mediated HDL lipid uptake, primary screen, ldlA[mSR-BI] cells, fluorescence, single point. Scavenger receptor class B member 1 (Mus musculus), Q61009. ldlA[mSR-BI] CHO cells, DiI-HDL uptake fluorescence, 3 h. inhibition, % at 12.5 µM. hit rate 0.96% among 320,000;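 active means mean replicate inhibition of at least 70% and a set share of replicates each scoring 70 or more; inconclusive means meets just one of the two criteria; inactive means fails both criteria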;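 further: 0% = median of neutral control wells and 100% = median of positive control wells; values of inactives mirror those of a sister screen read the other way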
Target sequence (Q61009 whole entry, looked up): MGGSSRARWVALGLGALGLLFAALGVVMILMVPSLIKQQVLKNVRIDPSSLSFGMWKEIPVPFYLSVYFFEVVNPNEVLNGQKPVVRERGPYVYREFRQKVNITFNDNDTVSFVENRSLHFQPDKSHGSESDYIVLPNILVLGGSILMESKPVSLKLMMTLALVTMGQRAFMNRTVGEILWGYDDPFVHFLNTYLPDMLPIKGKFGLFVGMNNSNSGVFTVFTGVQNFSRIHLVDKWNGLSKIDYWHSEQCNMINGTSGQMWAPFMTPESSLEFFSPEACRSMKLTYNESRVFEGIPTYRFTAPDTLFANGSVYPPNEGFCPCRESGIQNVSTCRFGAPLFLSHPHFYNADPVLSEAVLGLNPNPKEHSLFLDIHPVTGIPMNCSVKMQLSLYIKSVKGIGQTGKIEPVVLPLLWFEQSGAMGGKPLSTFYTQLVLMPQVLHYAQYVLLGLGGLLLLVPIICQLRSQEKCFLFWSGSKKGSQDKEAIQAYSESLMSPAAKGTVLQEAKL
CAL PDZ FP-1: untagged CAL PDZ binding inhibitors, primary screen, biochemical, fluorescence polarization, HTS; inhibition, % at 24.9 µM; Golgi-associated PDZ and coiled-coil motif-containing protein (Homo sapiens), Q9HD26; hit rate 0.92% among 300,000; purified CAL PDZ, TMR-peptide fluorescence polarization, 1 h; AID 602252, 2012;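 active means mean inhibition of at least 30% with at least half of replicates also reaching 30%; inconclusive means no clear call, values can overlap the other calls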;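 further: 0% = DMSO neutral control and 100% = excess unlabeled competitor peptide PRC23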
CAL PDZ FP-2: CAL PDZ peptide-binding inhibitors, primary screen, biochemical, fluorescence polarization, Cer-tagged CAL PDZ, HTS; Golgi-associated PDZ and coiled-coil motif-containing protein (Homo sapiens), Q9HD26; purified CAL PDZ, TMR-peptide fluorescence polarization, 1 h; inhibition, % at 20 µM; hit rate 0.02% among 330,000; AID 504414, 2011;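 active means highest replicate inhibition of at least 40%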;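 further: plate controls were DMSO neutral control wells for no effect and unlabeled competitor peptide control wells for full effect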
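System: purified tagged CAL PDZ domain construct (CerCALP). Schedule: 1 h incubation at room temperature before polarization reading. Medium: 25 mM sodium phosphate pH 7.4, 150 mM NaCl, TCEP, IgG, Thesit. Read-out: percent inhibition from loss of millipolarization. Measured by: FP readout, S and P plane fluorescence. Probe or stimulus: fluorescent TMR peptide probe.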
SR-BI uptake up: activators of SR-BI mediated DiI-HDL uptake, primary screen, ldlA[mSR-BI] CHO cells, DiI fluorescence; 3 h; 100 = double the neutral-control signal; activation, % at 12.5 µM; hit rate 0.096% among 320,000;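 active means mean replicate activation of at least 60% and every replicate at or above 60%; inconclusive means mean or all-replicate condition met, but not both; inactive means mean below 60% and not all replicates reaching 60%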;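 further: 0% = median plate neutral-control signal and 100% = twice that signal; values of inactives mirror those of a sister screen read the other way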
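Test system: SR-BI-overexpressing, LDLR-lacking CHO cells; Also added: labelled HDL, 10 µg/mL; Measured by: bottom-read cell fluorescence after medium removal, ex 550/em 595 nm; Timing: 3 h uptake period with compound, 37 °C; Buffer or medium: F12, 0.5% BSA, 25 mM HEPES; Doses: single compound concentration, delivered by pin transfer.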
AddAB inh: growth inhibition of E. coli expressing H. pylori AddAB, primary screen, AddAB inhibitor project, absorbance; inhibition, % at 11.9 µM; hit rate 0.29% among 330,000; in the data active means inhibition above about 12%;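 further: 0% = vehicle wells of infected cells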
MITF TRPM1 HTS: activators of MITF-driven TRPM1 promoter reporter, primary screen, cell-based, SK-MEL-5, luciferase, single point; SK-MEL-5 TRPM1-promoter luciferase, 24 h; % of positive control, neutral wells = 0; activation, % at 12.5 µM; hit rate 0.75% among 300,000; AID 588334, 2011;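 active means mean activation of at least 80% with every replicate also reaching 80%; inconclusive means mean reaches 80% but some replicate falls short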;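 further: 0% = neutral control wells and 100% = parthenolide positive control wells; values of inactives mirror those of a sister screen read the other way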
Tat export inh: E. coli Tat export inhibitors, primary screen, MC4100, TorA-mCherry reporter, fluorescence, single point; hit rate 0.036% among 340,000; inhibition, % at 10 µM;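 active means mean replicate inhibition at least 50% and at least half of replicates individually reaching 50%; inconclusive means only one of the two criteria met; inactive means neither criterion met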;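 further: exported cargo escapes ClpAP degradation while cytoplasmic cargo is degraded and loses fluorescence; 0% = median of neutral control wells and 100% = median of NaSCN control wells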
Ecoli viability: E. coli V3065 growth inhibition, primary screen, counter-screen for AddAB inhibitor project, absorbance, OD600; 18 h; inhibition, % at 11.9 µM; hit rate 0.27% among 330,000; AID 449728, 2010;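 active means inhibition above the campaign's mean inhibition across all tested compounds plus 3 SD, cut at about 9.9% in these data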;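 further: uninfected addAB+ strain grown without phage in ampicillin broth; 0% = DMSO wells and 100% = ciprofloxacin 0.95 µg/ml wells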
Wnt act: Wnt/beta-catenin pathway activators, primary screen, cell-based, plate reader, single point. Wnt/beta-catenin reporter cell assay, activator. activation, % at 9.35 µM. hit rate 1.2% among 300,000; in the data active means activation above about 30%, passing the limit was not always enough; inconclusive means no clear call, values can overlap the other calls;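 further: 0% = neutral control wells and 100% = positive control wells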
Starred values were filed as active, the others as inactive; ? = inconclusive; / = not tested or not shown.

SMILES | phage Ecoli inh | SR-BI HDL uptake | CAL PDZ FP-1 | CAL PDZ FP-2 | SR-BI uptake up | AddAB inh | MITF TRPM1 HTS | Tat export inh | Ecoli viability | Wnt act
CCSCc1nnc(SCC(=O)Nc2ccc(OC)cc2)n1C | 1.2 | -4 | -3 | -1.0 | 4 | 0.3 | -11 | 0 | -0.4 | -1
CCc1ccc(C2=NN(CCC(=O)NC(C)c3ccc4c(c3)OCCO4)C(=O)CC2)cc1 (centres undefined) | -0.8 | 9 | -3 | -1.0 | -9 | -0.1 | -5 | -1 | -0.3 | -6
C=CCN(CC=C)C(=O)Nc1ccc2nc(C)sc2c1 | 4.8 | 6 | -2 | -2.2 | -6 | 4.4 | 7 | -1 | 0.3 | /
N#CCSc1ccccc1NC(=O)COC(=O)CCN1C(=O)C2CC=CCC2C1=O (centres undefined) | 2.4 | -15 | 2 | -0.7 | 15 | 0.6 | 0 | -11 | 1.9 | 1
CCn1c(=O)c2cc(C(=O)NCCOC)sc2c2ccccc21 | 1.4 | 53 | / | -1.3 | -53 | 0.7 | -5 | -2 | -1.7 | 1
CCc1ccc2nc(N3CCN(C(=O)C(C)(C)C)CC3)sc2c1 | 3.0 | 4 | 1 | -2.0 | -4 | -0.2 | 65 | -4 | -1.2 | 17
Cc1cc(C)n2nc(S(=O)(=O)N(C)c3ccccc3)nc2n1 | 2.7 | -10 | -3 | 0.4 | 10 | 3.0 | -3 | -7 | 0.7 | -6
Cc1ccc(NC(=O)CN(C)C(=O)CSc2ccc3c(c2)OCCO3)cc1 | 2.5 | -9 | -7 | -0.1 | 9 | -2.0 | -4 | 3 | -2.6 | 1
COc1cc2[nH]c(=O)n(CCC(=O)NCCC(C)C)c(=O)c2cc1OC | 3.4 | -32 | 3 | / | 32 | 1.2 | / | -7 | 1.1 | /
Brc1cccc(OCCOCCn2ccnc2)c1 | -1.4 | 10 | 0 | -0.3 | -10 | -2.9 | 10 | 3 | -1.1 | -1
O=C(CSc1nc2c(c(=O)n1-c1ccc(Br)cc1)SCC2)Nc1nccs1 | 1.8 | 0 | -5 | 0.5 | 0 | 3.9 | -22 | -3 | -4.7 | 3
CN1OC(CC(=O)O)N(c2ccc(Cl)cc2)C1=O (centres undefined) | 0.8 | 7 | 1 | -0.8 | -7 | 0.0 | -4 | -2 | 0.8 | -4
O=C(c1ccco1)N1CCN(C(=S)NC2CC3CCC2C3)CC1 (centres undefined) | 1.5 | 2 | -2 | 0.2 | -2 | 2.8 | 6 | 16 | 2.7 | 1
COC(=O)C1=NNC(C(=O)c2ccco2)C1c1ccc(OC)cc1 (centres undefined) | 2.6 | -3 | / | -0.6 | 3 | -0.2 | -2 | -12 | -2.1 | 0
O=C(Nc1ccc(F)cc1)N1CCN(CCc2ccccc2)CC1 | 2.8 | -15 | -2 | -2.4 | 15 | 1.5 | 13 | -4 | 0.7 | -3
CSc1nc(C)c(C(=O)Nc2ccccc2)c(-c2ccco2)c1C#N | 2.9 | / | 0 | -2.2 | / | 2.8 | -9 | 0 | 0.8 | 1
COc1ccc(CCNC(=O)CCc2cn(C)c3ccccc23)c(OC)c1OC | -3.1 | 36 | -6 | -0.2 | -36 | -0.2 | 8 | -5 | -3.1 | 0
O=C(COC(=O)[C@H](Cc1ccccc1)NC(=O)c1ccco1)Nc1ccccc1 | -0.6 | -32 | -3 | -0.9 | 32 | -1.0 | -1 | -6 | 1.1 | 23
O=C(O)C1CC=CCC1C(=O)NCCCN1CCCC1=O (centres undefined) | 3.4 | -9 | -18 | -2.0 | 9 | -0.1 | -7 | -7 | 1.2 | 0
CC(C)CCCCCCCCCCCCC(=O)NCC(=O)NC1C(O)C(O)C(Nc2ncnc3nc[nH]c23)OC1C(O)CO (centres undefined) | / | -26 | -2 | 0.3 | 26 | / | / | 3 | / | /

The final 4 compounds of the part before lead into the next:
SMILES | phage Ecoli inh | SR-BI HDL uptake | CAL PDZ FP-1 | CAL PDZ FP-2 | SR-BI uptake up | AddAB inh | MITF TRPM1 HTS | Tat export inh | Ecoli viability | Wnt act
COc1ccc(CCNC(=O)CCc2cn(C)c3ccccc23)c(OC)c1OC | -3.1 | 36 | -6 | -0.2 | -36 | -0.2 | 8 | -5 | -3.1 | 0
O=C(COC(=O)[C@H](Cc1ccccc1)NC(=O)c1ccco1)Nc1ccccc1 | -0.6 | -32 | -3 | -0.9 | 32 | -1.0 | -1 | -6 | 1.1 | 23
O=C(O)C1CC=CCC1C(=O)NCCCN1CCCC1=O (centres undefined) | 3.4 | -9 | -18 | -2.0 | 9 | -0.1 | -7 | -7 | 1.2 | 0
CC(C)CCCCCCCCCCCCC(=O)NCC(=O)NC1C(O)C(O)C(Nc2ncnc3nc[nH]c23)OC1C(O)CO (centres undefined) | / | -26 | -2 | 0.3 | 26 | / | / | 3 | / | /
CCc1ccc(CN2CCC(N3CCC(C(=O)N4CCCC4)CC3)CC2)o1 | -0.3 | 7 | -2 | -2.8 | -7 | 1.9 | -1 | -9 | -2.9 | -1
COc1ccc(-c2noc(CN(C)Cc3ccc(C)o3)n2)cc1 | 3.7 | / | -1 | -2.2 | / | -0.4 | -1 | -1 | -1.7 | -4
O=C(CSc1nncs1)NC(=O)NC1CCCC1 | 2.3 | -37 | -5 | -2.5 | 37 | -0.2 | 3 | 2 | -0.3 | -1
CCc1nnc(NC(=O)CN2C(=O)/C(=C/c3cc(OC)c(OC)c(OC)c3)SC2=S)s1 | 5.7 | 2 | 5 | 0.1 | -2 | -0.3 | -3 | 1 | -0.7 | /
COc1cccc(C(=O)Cn2c(N3CCCCC3)nc3c2c(=O)n(C)c(=O)n3C)c1 | -0.3 | 7 | / | -2.9 | -7 | 1.8 | 5 | -2 | 0.7 | /
Nc1c(N(CCC2=CCCCC2)C(=O)COc2ccc(F)cc2)c(=O)[nH]c(=O)n1Cc1ccccc1 | / | 14 | 12 | -1.8 | -14 | 2.2 | -92 | -3 | -0.7 | /
C=CCNC(=O)NC(=O)COC(=O)CCCSc1nc2ccccc2[nH]1 | 1.2 | -8 | -2 | -0.7 | 8 | 1.3 | 1 | -4 | -1.4 | /
Cc1ccc(/C=C2\CCn3c2nc2cc(C(=O)O)ccc2c3=O)c(C)c1 | -1.0 | / | -6 | -5.9 | / | 1.7 | 10 | -3 | 0.2 | -2
CSc1ccc(COC(=O)c2cc([N+](=O)[O-])ccc2N2CCOCC2)cc1 | 3.7 | 53 | -4 | -2.2 | -53 | -0.5 | -68 | 9 | -0.7 | 0
CCc1cccc(C)c1NC(=S)N(CCN(C)C)C(C)c1cccnc1 (centres undefined) | 1.6 | -21 | 3 | -1.8 | 21 | 1.0 | 1 | 9 | -0.2 | 2
O=C(COC(=O)Cc1cccc(F)c1)NC(=O)NC1CCCCC1 | 3.6 | -12 | -4 | -0.2 | 12 | / | -9 | 4 | / | -2
OCC[C@H]1C[C@@H](O)[C@H](O)[C@]2(CCc3ccccc3O2)O1 | 2.2 | -17 | -1 | -0.9 | 17 | 5.0 | 2 | -2 | 0.3 | -1
CCOC(=O)N1CCN(c2cc(=O)n(-c3ccccc3C)c(=O)[nH]2)CC1 | 2.9 | -7 | -2 | -2.8 | 7 | 1.2 | -8 | 0 | 3.0 | -3
CCCN1C=CC(=C2C(=O)c3ccccc3C2=O)C=C1 | 4.4 | -1 | -2 | -0.7 | 1 | 2.3 | -104 | -4 | 1.5 | /
COc1cc(C(=O)Nc2nnc(C(C)(C)C)s2)c([N+](=O)[O-])cc1OC | -0.1 | 2 | 0 | -0.5 | -2 | 3.1 | 4 | -2 | 1.2 | -3
Nc1ccc(NC(=O)NC2CCCCC2)cc1 | 2.8 | 1 | -3 | -0.4 | -1 | 1.2 | -8 | -3 | -1.5 | 5
COc1ccc(-c2nnc(SCC(=O)Nc3cc(C)on3)o2)cc1 | -1.1 | -14 | -1 | 0.0 | 14 | -6.0 | -1 | -1 | -8.6 | 8
Cc1ccc(/C=C/c2ccc3cccc(O)c3n2)s1 | -0.7 | 20 | -4 | -1.3 | -20 | 2.1 | 44 | -2 | -5.8 | ?
CCCn1c(SCC(=O)Nc2ccc(C(=O)Nc3ccccc3OC)cc2)n[nH]c1=O | 4.0 | 61 | -7 | -2.8 | -61 | 4.1 | 0 | 3 | 0.7 | -1
Cc1ccc(C(=O)NC(=C(Cl)Cl)S(=O)(=O)c2ccc(Cl)cc2)cc1 | 2.7 | -6 | -2 | 2.5 | 6 | -2.2 | 12 | -4 | -0.3 | 0
O=C(CN(C(=O)c1nsc(Cl)c1Cl)c1ccc(F)cc1)NC1CCCC1 | -0.5 | 1 | / | -0.3 | -1 | 2.3 | 7 | -1 | 0.6 | -1
CCOc1cc(CNCCO)cc(Br)c1OCc1ccccc1 | 7.2 | -41 | -3 | -0.2 | 41 | 5.2 | -22 | -4 | -0.2 | 14
CCCn1nc(C(=O)NNC(=O)C2CSC3(C)CCC(=O)N23)c2ccccc2c1=O (centres undefined) | 0.2 | -11 | 1 | -2.3 | 11 | 0.3 | -5 | 5 | -1.5 | 1
Cc1cccc(CSc2nnc(-c3ccco3)n2C)c1 | 4.5 | -7 | -2 | 0.1 | 7 | -1.0 | / | -5 | -0.8 | -2
COc1ccc(N2CCN(C(=O)CCN3C(=S)NC(C)(C)CC3C)CC2)cc1 (centres undefined) | 1.1 | -20 | 2 | -5.4 | 20 | -2.0 | -15 | -2 | -1.7 | 2
CCCn1c(=O)c(C(=O)NCc2ccco2)c(O)c2ccccc21 | 4.2 | -10 | -2 | -1.8 | 10 | 0.0 | -13 | 14 | -0.5 | -1
CC(C)C(NC(=O)c1ccc(F)cc1)C(=O)Nc1cccnc1 (centres undefined) | 4.5 | -13 | -1 | -0.6 | 13 | 1.0 | 3 | -1 | 0.7 | -19
CCCCNc1c(C(=O)OCC)c(=O)[nH]c2ccccc12 | 2.6 | -6 | 4 | -1.5 | 6 | 2.4 | -3 | -15 | 1.4 | 0
